# Assay outcomes deposited in PubChem BioAssay by National Center for Advancing Translational Sciences (NCATS).
# ERK EGF inh – qHTS Assay for Inhibitors of the ERK Signaling Pathway using a Homogeneous Screening Assay; Stimulation with EGF | HEK293-V1b, EGF-stimulated phospho-ERK AlphaScreen | Potency, µM (highest dose often 11.5 µM), inactives show at the highest dose activity change, negative = inhibition, hits mostly inhibitors | hit rate 0.41% among 130,000 | AID 1454, 2008; active = well fitted inhibition curve with a large enough effect; inconclusive = small, poorly fitted or top-dose-only effect, or effect the other way;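 also: plate controls were stimulated vehicle wells for no effect and unstimulated vehicle basal for full effect; nearly all actives have a fitted effect of over 55% in size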
#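 Readout: AlphaScreen signal for phosphorylated ERK in lysed HEK293 cells stably expressing V1b. Stimulus 25 nM EGF, 5 min, following 30 min compound exposure. Data scaled to DMSO basal and full EGF activation.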
# Numbers without * were called inactive; ? = inconclusive; & = joins results of further samples; [ ] = dose if it differs, or a comment. Potency is read from the fitted curve at half-maximal effect.
SMILES,ERK EGF inh
O=C(NCc1ccccc1)C1CC(=O)N(c2ccc(OCC(=O)N3CCCC3)cc2)C1 (stereo not drawn),-5.0%
COc1ccc(C2NC(=O)CS2)cc1 (stereo not drawn),3.2%
COc1ccc(NC(=O)Nc2nnc(-c3cccs3)s2)cc1,-11.8%[57.5 µM]
CN(c1ccccc1)S(=O)(=O)c1cccc(NC(=O)Cc2c(F)cccc2Cl)c1,-4.7%
COc1ccc(COc2cc(-c3cccc(OC)c3)nc3ccc(NC(=O)c4cccnc4)cc23)cc1,5.1%
c1ccn2cc(C34CC5CC(CC(C5)C3)C4)nc2c1,-2.9%
Cc1ccc(C(=O)NCc2nnc(SCC(=O)Nc3ccccc3)n2C)cc1,5.3%
O=C(CSc1nc(C2CCCCC2)nc2ccccc12)N1CCCC1,5.2%
N#Cc1cccc(NC(=O)COC(=O)c2ccccc2C(=O)c2ccc(Cl)c([N+](=O)[O-])c2)c1,2.8%
Cc1cc(=O)[nH]c(SCC(=O)NCc2ccco2)n1,-7.0%
Cc1ccc(-n2nc(C)c(/C=N/NC(=O)c3cccs3)c2Cl)cc1,?
CNC(=O)c1c(Br)cnn1-c1ccc(C)cc1,4.8%
COc1ccc(CN2CN(S(=O)(=O)c3cccs3)c3nc4ccccc4nc32)cc1,-1.7%[57.5 µM]
CC1CCCC(C)N1/N=C/C=C/c1ccccc1[N+](=O)[O-] (stereo not drawn),20µM*
C#CCOCCOCCOCCNc1nc(N2CCN(C(=O)C(Cc3cc4ccccc4[nH]3)n3cc(C(N)C(C)CC)nn3)CC2)nc(N2CCN(C(=O)C(Cc3cc4ccccc4[nH]3)n3cc(C(N)C(C)CC)nn3)CC2)n1 (stereo not drawn),1.3%[57.5 µM]
COC(=O)c1sc(NC(=O)C(C)c2ccccc2)nc1C (stereo not drawn),2.0%
CCOc1cc(CNCCO)ccc1OCC(=O)NC(C)(C)C,-17.8%
COc1ccc2cc(C(c3nnnn3C3CCCC3)N3CCOCC3)c3nnnn3c2c1 (stereo not drawn),6.4%
CCCCCOc1ccccc1C(=O)NCCCCCC(=O)O,-3.9%[57.5 µM]
CCCCc1nc2ccc(S(=O)(=O)O)cc2[nH]1,-0.7%[57.5 µM]
C=C[C@@]1(C)CC[C@H](O)[C@H]2C(=O)CCC[C@@H]21,-3.6%
CC(C)=CCc1c(O)cc(O)c2c1O[C@H](c1ccccc1)CC2=O,-1.6%
COc1ccc(N2C(=O)C3C(C2=O)C3(c2ccccc2)c2ccccc2)cc1 (stereo not drawn),-3.7%[57.5 µM]
C#CCCCCCCCCCCCC(O)CC(O)COC(C)=O (stereo not drawn),?
O=C1CN(C(=O)COC(=O)CCCOc2ccccc2)c2ccccc2N1,-1.6%

# 7 entries already listed, ordered by the value under ERK EGF inh, falling:
SMILES,ERK EGF inh
O=C(CSc1nc(C2CCCCC2)nc2ccccc12)N1CCCC1,5.2%
COc1ccc(COc2cc(-c3cccc(OC)c3)nc3ccc(NC(=O)c4cccnc4)cc23)cc1,5.1%
CC(C)=CCc1c(O)cc(O)c2c1O[C@H](c1ccccc1)CC2=O,-1.6%
c1ccn2cc(C34CC5CC(CC(C5)C3)C4)nc2c1,-2.9%
C=C[C@@]1(C)CC[C@H](O)[C@H]2C(=O)CCC[C@@H]21,-3.6%
O=C(NCc1ccccc1)C1CC(=O)N(c2ccc(OCC(=O)N3CCCC3)cc2)C1 (stereo not drawn),-5.0%
CCOc1cc(CNCCO)ccc1OCC(=O)NC(C)(C)C,-17.8%

# (list continues)
SMILES,ERK EGF inh
COc1cc(C(=O)OCC(=O)Nc2sccc2C(N)=O)cc(OC)c1OC,0.4%
Cc1cc(O)ccc1NC1=CC(=O)CC(C)(C)C1,9.0%
COc1ccc(CC(=O)Nc2cccc3ncccc23)cc1OC,-5.2%
CC(C)C1Cc2[nH]c(=O)c(C(=O)O)cc2CO1 (stereo not drawn),-8.3%[57.5 µM]
O=C(Cc1ccccc1F)Nc1nc2ccccc2[nH]1,5.7%
Cc1cc(C)n(C(=O)c2sc3cc(F)ccc3c2Cl)n1,-1.6%
Cc1ncc(CN2CCN(CCC(C)C)C(CCO)C2)s1 (stereo not drawn),-14.0%
COc1ccc2c(c1)Cc1sc(NC(=O)c3cccnc3)nc1-2,-8.9%
COc1ccc(OC)c(/C=N\NC(=O)CC(=O)NCCc2ccccc2)c1,1.7%
CCCc1cc(-c2nc(-c3ccc(C)cc3)cs2)ccn1,-3.4%
CCC(=O)Nc1ccc(N2CCOCC2)c(S(=O)(=O)Nc2ccc(OC)cc2)c1,2.2%
COc1ccc(NC(=O)CN(c2ccccc2)S(=O)(=O)c2ccccc2)c(OC)c1,-2.9%[57.5 µM]
O=C(/C=C/c1ccc2c(c1)OCCCO2)c1ccc2ccccc2c1O,?
CN(C)c1cc(-c2ccc(Cl)cc2)oc(=O)c1Cl,-0.5%[57.5 µM]
C/C(=N\NC(=O)c1c(C)nc2ccccn12)c1ccc(N2CCOCC2)cc1,-0.3%
COc1ccccc1NC(=O)c1ccc(NC(=O)COC(=O)C2CCCO2)cc1 (stereo not drawn),6.4%
CCc1ccc(NC(=O)CSc2nc3c(c(=O)n(C)c(=O)n3C)n2C)cc1,3.4%
N/C(=N\NC(=O)c1cccc(F)c1)c1cc2ccccc2oc1=O,-7.1%[57.5 µM]
Cc1ccc(Nc2ncc(C(=O)NCCCN3CCN(C)CC3)c3ccccc23)cc1Cl,-2.8%
COc1ccccc1-n1cnc2c(c1=O)c1nc3ccccc3nc1n2-c1ccc(C)c(C)c1,-33.1%
O=C(O/N=C(/c1ccccc1)c1ccncc1)c1ccccc1[N+](=O)[O-],-3.7%
COc1cccc2cc(C(C)N(CCCN3CCOCC3)C(=S)Nc3cc(C)ccc3C)oc12 (stereo not drawn),-2.2%
CCN(CC)S(=O)(=O)c1ccc(NC(=O)C2CCCN(C(=O)c3ccc(Cl)cc3)C2)cc1 (stereo not drawn),-2.1%
CC1CC(=O)Nc2ccccc2N1S(=O)(=O)c1ccc(C#N)cc1 (stereo not drawn),0.2%[57.5 µM]
COc1ccc(NC(=S)N(CCCN2CCN(C)CC2)Cc2cccs2)cc1,1.3%

# Arranged by count of non-hydrogen atoms (rising): some entries from above.
SMILES,ERK EGF inh
COc1ccc2c(c1)Cc1sc(NC(=O)c3cccnc3)nc1-2,-8.9%
N/C(=N\NC(=O)c1cccc(F)c1)c1cc2ccccc2oc1=O,-7.1%[57.5 µM]
O=C(O/N=C(/c1ccccc1)c1ccncc1)c1ccccc1[N+](=O)[O-],-3.7%
COc1ccc(OC)c(/C=N\NC(=O)CC(=O)NCCc2ccccc2)c1,1.7%

# The listing continues.
SMILES,ERK EGF inh
CC(=O)Oc1ccc2c(=O)c(Oc3ccccc3)coc2c1OC(C)=O,7.9%
Cc1c(/C=C/C(=O)c2ccc(C(C)C)cc2)cnn1C,-6.9%
CC(C)(C)NC(=O)C1CCN(S(=O)(=O)c2cccc(C(F)(F)F)c2)CC1,2.2%
COc1ccc(CC(NC(C)=O)C(=O)NC2CCN(C(=O)c3ccc(OC)c(OC)c3)CC2)cc1OC (stereo not drawn),-6.6%
O=C(CC(C(=O)N1CCc2ccccc21)n1ccnc1)NCc1cccnc1 (stereo not drawn),10.2%
CCCCCC(=O)NNC(=S)NC(=O)c1ccccc1[N+](=O)[O-],-14.9%
COc1ccc(C(=O)NNC(=O)c2ccccc2[N+](=O)[O-])cc1Br,9.3%
O=C(Nc1nc(-c2ccccn2)cs1)C1CCCC1,-1.9%
COCc1cc(Sc2ccc(OC)cc2)nc(-c2ccccc2)n1,-0.6%
N#CCCn1cc(C=C(C#N)C#N)c(-c2ccc(-c3ccccc3)cc2)n1,7.9%
CN(C)CCOC(=O)NCC12CC3CC(CC(C3)C1)C2,-12.8%[57.5 µM]
CC1CCN(S(=O)(=O)c2ccc(C(=O)Nc3nnc(-c4ccncc4)o3)cc2)CC1,-3.4%
Cc1ccc(NC(=O)c2ccc3nc[nH]c3c2)cc1C,1.1%
Cc1ccc(C(=O)NC(NCC2CCCO2)C(Cl)(Cl)Cl)cc1 (stereo not drawn),-4.7%
O=C(O)c1c(Cl)c(Cl)c(Cl)c(Cl)c1C(=O)N1CCCCCC1,6.9%
Cc1nc2c(C)c(C)c(C)c(C)c2nc1C,3.0%[57.5 µM]
CCOC(=O)C1=C(C)NC(C)=C(C(=O)OC)C1c1cccc(Cl)c1Cl (stereo not drawn),4.2%[57.5 µM]
COC(=O)c1ccc(C(NC(=O)OCc2ccccc2)/C(=C/[C@@H](C)C(=O)Nc2ccc(OC)cc2)c2cccnc2)cc1 (stereo partly drawn),-5.5%
C[N+]1(CCOC(=O)C2(c3ccccc3)CCCC2)CCCCC1,-4.2%
OCCC1CN(Cc2ccc3cc(Cl)ccc3n2)CCN1Cc1ccsc1 (stereo not drawn),-3.5%
NC(=O)NC(=O)COC(=O)c1sc2ccccc2c1Cl,3.4%[57.5 µM]
COc1cccc(C(=O)NC(=S)N2CCN(c3ccc(C(F)(F)F)cc3[N+](=O)[O-])CC2)c1,0.3%
CCc1ccccc1NC(=S)N(Cc1cccnc1)Cc1ccco1,4.1%
CCOc1ccc(N2C(=O)S/C(=C\c3ccc(O)c(OC)c3)C2=O)cc1,-29.1%[57.5 µM]
COc1ccc(N2C(=O)CSCC2=O)cc1OC,0.6%
# Later entries.
SMILES,ERK EGF inh
COc1ccc(CCCc2n[nH]c(=S)n2C)cc1C,2.3%
CCOC(=O)c1c(C(=O)OCC)c(C)n(CCc2ccc(OC)c(OC)c2)c1C,5.8%
CC(=O)N1CCN(c2ccc(N=Cc3c(O)n(Cc4ccccc4)c(=O)[nH]c3=O)cc2)CC1,6.5%
COc1ccc(CCNc2oc(-c3ccco3)nc2C#N)cc1,-2.4%
O=c1[nH]c(CN(CCc2ccccc2)S(=O)(=O)c2ccc(Cl)cc2)nc2ccccc12,4.7%
COc1ccc2cc(C(N)=O)c(=Nc3ccccc3)oc2c1,3.1%
CCC(Sc1nc(N)c(NC(=O)c2ccc(OC)cc2)c(=O)[nH]1)C(=O)O (stereo not drawn),-6.6%
N#Cc1c(-c2ccccc2)nc2n1CCS2,9.9%
Cc1ccc(-c2nnn3c2nc(NCCc2ccc(S(N)(=O)=O)cc2)c2ccccc23)cc1,8.7%
CN(C)C1=NC(=O)/C(=C\c2ccccc2)S1,-0.9%
O=C(c1ccco1)N1CCC2(CCN(Cc3cc(C(F)(F)F)cc(C(F)(F)F)c3)CC2)CC1,1.4%
COc1cc(N)c(Br)cc1C(=O)O,-10.5%
CN(C(=O)CSc1nnc(NCc2ccccc2)s1)C1CCS(=O)(=O)C1 (stereo not drawn),0.8%
CCCC(=O)Nc1cc(C(F)(F)F)ccc1N1CCOCC1,3.3%
O=C1/C(=C/c2cccc3ccccc23)CCCc2ccccc21,-0.7%
Fc1ccc(N2CCN(C3=Nc4cccc5cccc3c45)CC2)cc1,?
Cc1nn(CC(=O)N/N=C/c2ccc3c(c2)OCO3)c(C)c1Br,8.4%
CCCCNC(=S)N/N=C/c1cccc(OCC)c1O,-1.0%[57.5 µM]
CCCN(C(=O)CSc1nnnn1C)C1CCS(=O)(=O)C1 (stereo not drawn),7.3%
CS(=O)(=O)N1CCCC(C(=O)Nc2ccc(F)cc2F)C1 (stereo not drawn),-7.8%
COC(=O)c1cccc(C23CC4(C2)[C@H](CN(CC2CCCCC2)[C@@H]4c2ccccc2)C3c2ccc(Cl)nc2)c1 (stereo partly drawn),8.1%
O=C(NC(=S)NCc1ccccc1)C1CC1,4.6%
O=C(O)C1C2C=CC(C3CC23)C1C(=O)O (stereo not drawn),1.6%
O=C(c1cccc(C(F)(F)F)c1)C1CCCN(Cc2cccc(OCCO)c2)C1 (stereo not drawn),-14.3%[57.5 µM]
Cc1ccc(NC(=O)c2ccnc(C(C)(C)C)c2)cc1,-6.5%
Cc1cc(C(=O)COC(=O)c2ccc(O)cc2)c(C)n1Cc1ccco1,-3.6%
c1ccc(C2CN3CCSC3=N2)cc1 (stereo not drawn),-15.8%&1.6%&-1.0%
COc1ccc(Cn2c(C)nc([N+](=O)[O-])c2SCC(=O)O)cc1[N+](=O)[O-],34.6%
COc1ccc(NC(=S)NNC(=O)c2cccnc2)cc1OC,-7.6%

# Some of the compounds tested; count on the stated rates, not on these rows.
